# Screens deposited in PubChem BioAssay by National Center for Advancing Translational Sciences (NCATS).
# TRHR ag: TRH receptor (human) agonism. 360,000 compounds, 0.18% hits. activation, % at 2 µM. AID 493084. P34981. TRHR cells, calcium flux fluo-8, FDSS agonist mode; in the data active = activation above about 30%; note: 0% is about no effect
# Target sequence (P34981 whole entry, looked up): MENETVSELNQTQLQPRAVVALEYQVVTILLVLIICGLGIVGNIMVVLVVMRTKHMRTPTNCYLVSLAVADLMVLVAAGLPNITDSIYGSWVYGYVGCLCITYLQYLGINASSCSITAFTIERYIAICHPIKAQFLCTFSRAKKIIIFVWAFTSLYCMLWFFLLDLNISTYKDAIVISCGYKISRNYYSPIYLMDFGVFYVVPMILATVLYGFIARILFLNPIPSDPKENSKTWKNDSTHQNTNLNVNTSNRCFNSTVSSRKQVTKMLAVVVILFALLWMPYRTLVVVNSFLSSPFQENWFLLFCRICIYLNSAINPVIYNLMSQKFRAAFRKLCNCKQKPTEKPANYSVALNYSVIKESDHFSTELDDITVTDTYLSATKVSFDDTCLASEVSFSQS
#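 Read-out: compound-evoked intracellular calcium rise in TRHR cells, fluo-8 dye, kinetic FDSS fluorescence at 1 s/cycle following a 10-cycle baseline. Cells cultured overnight before dye loading (30 min–1.5 h, RT).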
# D1 potentiator: enhances dopamine response at the human D1 receptor. P21728. 360,000 compounds, 0.036% hits. AID 504651. HEK293 TREx D1 cells, calcium flux, dopamine EC20 potentiation. potentiation, % at 10 µM; in the data active = potentiation above about 30%; note: 0% is about no effect
# Target sequence (P21728 whole entry, looked up): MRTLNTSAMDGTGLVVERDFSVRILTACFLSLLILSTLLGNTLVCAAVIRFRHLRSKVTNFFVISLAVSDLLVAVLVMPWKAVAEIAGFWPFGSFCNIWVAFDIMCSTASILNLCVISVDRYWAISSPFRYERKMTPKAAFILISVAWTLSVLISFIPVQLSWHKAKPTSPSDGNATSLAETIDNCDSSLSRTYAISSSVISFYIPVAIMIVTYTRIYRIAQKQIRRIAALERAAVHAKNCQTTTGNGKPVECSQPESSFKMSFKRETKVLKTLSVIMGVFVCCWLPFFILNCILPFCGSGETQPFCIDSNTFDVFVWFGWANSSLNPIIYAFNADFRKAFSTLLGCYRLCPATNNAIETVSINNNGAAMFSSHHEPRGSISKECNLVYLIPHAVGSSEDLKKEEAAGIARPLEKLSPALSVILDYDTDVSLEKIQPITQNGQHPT
# Apoferritin bind: candidate novel general anesthetic via apoferritin binding | apoferritin/1-aminoanthracene competitive binding, fluorescence | Potency, µM (titrated, usually from 77.5 µM), without a hit: top-dose activity change, negative = displacement, hits mostly inhibitors | 350,000 compounds, 0.074% hits | AID 485281; note: potency is the fitted concentration of half-maximal effect; % is set by controls: 0 for no effect and ±100 for the full control effect; nearly all actives have a fitted effect of over 20% in size
# Target sequence (P02791 2-175 limits assumed): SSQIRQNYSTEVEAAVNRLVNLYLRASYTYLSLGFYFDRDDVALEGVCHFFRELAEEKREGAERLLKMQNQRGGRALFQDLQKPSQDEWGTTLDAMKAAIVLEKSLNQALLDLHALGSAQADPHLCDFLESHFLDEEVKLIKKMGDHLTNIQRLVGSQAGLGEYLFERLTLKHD
#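 Horse-spleen apoferritin (10 uM) was mixed with 50% saturated 1-aminoanthracene in PBS, exposed to compounds for 10 min at room temperature, and read for fluorescence (ex 380 nm, em 535 nm). Competitive displacement was fitted with a four-parameter Hill equation.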
# D1 antagonist: antagonists of human D1 dopamine receptor; P21728; HEK293 TREx D1 cells, calcium flux, dopamine EC80; hits give low values; activity change, negative = inhibition, % at 10 µM; 360,000 compounds, 3.2% hits; in the data active = activity change below about -30%; note: % is set by controls: 0 for no effect and ±100 for the full control effect
#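 HEK293 T-REx cells expressing inducible, force-coupled D1 receptor; no-wash Ca dye, 30–90 min RT. Cmpd → 180 s read at 1 Hz → EC80 DA → 180 s read.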
# TRHR PAM: allosteric enhancers of human TRH receptor; P34981; TRHR cells, fluo-8 calcium fluorescence, EC20 TRH enhancement; enhancement, % at 2 µM; 360,000 compounds, 0.66% hits; AID 493056; in the data active = enhancement above about 30%; note: 0% is about no effect
#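 TRHR-expressing cells loaded with fluo-8 calcium dye were read kinetically (ex 480/em 530) during compound addition, then stimulated with an EC20 of TRH (10 nM final). Enhancement of the Gq-mediated intracellular calcium response was scored.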
# RXFP1 antagonist: blocks the human relaxin receptor RXFP1 | HEK293-RXFP1, relaxin-stimulated cAMP HTRF, 30 min; hits give low values | Q9HBX9 | 350,000 compounds, 0.59% hits | activity change, negative = inhibition, % at 57.5 µM;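 active = activity change of -60% or lower, but not beyond a set lower limit; inconclusive = change between -60% and -40%, or beyond the set limit; inactive = change above -40%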; note: % is set by controls: 0 for no effect and ±100 for the full control effect
# D1 ag: activates the human D1 dopamine receptor. P21728. HEK293 T-REx D1 cells, calcium flux, agonist mode. activation, % at 2 µM. 360,000 compounds, 1% hits. AID 504660; in the data active = activation above about 30%; note: 0% is about no effect
#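 Inducible HEK293 T-REx D1 cells, force-coupled to calcium signalling, were plated at 4000 cells/well with tetracycline and held overnight at 30 C. After no-wash calcium dye loading, compound-evoked calcium rise over 180 s flagged agonists.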
# RXFP1 ag: RXFP1 (human) receptor agonism | Potency, µM (top dose mostly 57.5 µM), for the others: at the highest dose activation, hits mostly activators | 370,000 compounds, 0.3% hits | Q9HBX9 | HEK293T-RXFP1 cAMP TR-FRET, 30 min; response scale: percent of porcine relaxin response, buffer zero | AID 2676; note: potency is the fitted concentration of half-maximal effect; % is set by controls: 0 for no effect and ±100 for the full control effect; nearly all actives have a fitted effect of over 60% in size; many of its hits are not listed in these tables
#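 HEK293T cells stably expressing RXFP1 were pretreated with the PDE4 inhibitor Ro 20174, exposed to compounds for 30 min at 37C, lysed, and cAMP was read by TR-FRET. Data normalized to buffer (basal) and 29 nM porcine relaxin (100%).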
# D2 potentiator: D2 dopamine receptor (human) potentiation | P14416 | potentiation, % at 10 µM | 340,000 compounds, 0.34% hits | AID 485347 | HEK293 T-REx D2, calcium flux, EC20 dopamine potentiation;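 active = potentiation over 3 SD above the plate norm, cut at about 30% in these data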; note: 0% is about no effect
#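 Tetracycline-induced HEK293 T-REx cells force-coupled to calcium signalling expressed D2; compounds were pin-added after a 10 s baseline, read kinetically 180 s, then an EC20 dopamine challenge followed with a further 180 s calcium read.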
# Active calls of the source: *; ? = inconclusive; . = not tested or not shown; [ ] = remark or other dose. Unless noted, calls come from the whole dose curve; as a rule, active = well fitted curve in the direction sought with a large enough effect; inconclusive = small, poorly fitted or top-dose-only effect, or another doubt; inactive = no such curve, though single readings can be large; an effect the other way counts as inactive or inconclusive. This is a subset; the hit share may differ from the screen's.
SMILES,TRHR ag,D1 potentiator,Apoferritin bind,D1 antagonist,TRHR PAM,RXFP1 antagonist,D1 ag,RXFP1 ag,D2 potentiator
Clc1ccc(CSc2nncn2-c2ccccn2)cc1,-0.1,-7,-11%,-8,-1,13,0,1.0%,3
C=C(C)c1cccc(C(C)(C)NC(=O)NCC2COCCO2)c1 (stereo not given),0.1,-2,13%,-1,10,-4,0,0.4%,3
COc1cccc(C(=O)Oc2c(CN3CCOCC3)cc(Cl)c3cccnc23)c1,-0.5,4,?,2,15,-3,-1,2.0%,12
COC(=O)c1cc(C(=O)Nc2nnc(C3CC3)s2)cc([N+](=O)[O-])c1,-1.1,-3,-20%,7,-1,-7,3,0.4%,-7
CC(C)(C)CC(=O)NC(=S)Nc1ccccc1C(F)(F)F,0.7,2,?,-3,-4,3,5,0.6%,.
COc1ccc(C(=O)N2N=C3CC(C)(C)OCC3C2c2ccccc2)cc1 (stereo not given),-1.3,0,-12%,8,3,-8,-2,0.7%,6
COc1ccc(CN2C(=O)CCC2(C)C(=O)NCc2cccnc2)c(OC)c1 (stereo not given),0.0,4,-8%,-6,10,-3,3,1.2%,-3
CCOC(=O)N1CCC(NC(=O)C(C)n2c3ccccc3c3cnn(C)c(=O)c32)CC1 (stereo not given),-0.2,-4,-8%,3,-6,-2,8,0.3%,8
CC(C)C[C@H](N)C(=O)N1CCC(C(=O)N[C@H](C(=O)NC(C)c2ccccc2)C(C)C)CC1 (stereo not given in full),0.2,2,-9%,-2,1,.,2,-1.1%,15
Cc1ccc2c(c1)N(CC(=O)N1CCc3ccccc3C1)C(=O)CO2,-0.1,1,-3%,2,-14,-7,4,-1.3%,-13
Cc1cc(SCC(=O)N(C)c2c(N)n(Cc3ccccc3)c(=O)[nH]c2=O)nc2ccccc12,0.1,-5,-11%,-1,0,7,2,-0.6%,-17
CC(=O)NCc1nc2cccnc2n1Cc1ccccc1,0.2,2,5%,-32*,-1,3,0,3.0%,9
O=C(COc1ccccc1)NC1CCCN(Cc2ccccc2F)C1 (stereo not given),0.2,-1,-8%,-7,7,19,1,2.4%,2
O=C1CCCN2N=C(SCC(=O)Nc3cccc(F)c3)SC2=N1,-0.9,.,-13%,-27,1,1,17,4.7%,4
COc1cccc(CNC(=O)CCc2c(C)nc3c(c(C)nn3-c3ccc(C)c(C)c3)c2C)c1,1.2,1,33%[activator],-6,-3,.,-1,-0.8%,1
CC(=O)OCC1=C(C(=O)O)N2C(=O)C(NC(=O)C(C)Cn3nc(C)c(Cl)c3C)C2SC1 (stereo not given),0.5,2,-6%,-4,1,3,2,2.7%,-2
CCOC(=O)c1c[nH]c(=S)n1C,-0.4,-7,1%,-4,0,-18,5,5.6%,11
NC(=O)COC(=O)[C@@H]1CC(O)CN1S(=O)(=O)c1ccc2c(c1)OCCO2 (stereo not given in full),-1.2,-5,9%,-3,0,-18,4,0.0%,-15
CCC1Oc2ccccc2C(=O)N(CC(=O)c2ccc3c(c2)OCCO3)C1=O (stereo not given),0.5,2,-16%,0,-7,?,5,-0.6%,5
CSCC[C@H](NC(=O)[C@H](Cc1ccccc1)n1c(=O)[nH]c2ccccc2c1=O)C(=O)NCC1CCC(C(=O)O)CC1 (stereo not given in full),-0.1,9,-11%,-7,-1,.,3,-0.5%,.
Cc1cccc(-n2c3nc(=O)n(C)c(=O)c-3cc3c(C)nn(-c4ccccc4)c32)c1C,0.7,1,6%,-1,1,.,0,4.5%,0
Cc1ccccc1OCC(=O)Nc1cc(S(=O)(=O)N2CCCCC2)ccc1N1CCN(C)CC1,0.2,-3,47%[activator],10,2,-11,1,6.0%,-3
COc1cc(OC)c(OC)cc1/C=C1\CC(C)C/C(=C\c2cc(OC)c(OC)cc2OC)C1=O (stereo not given),5.7,-11,-23%,-5,-2,-11,23,1.6%,-4
OCC1C2c3ccccc3C(c3ccccc32)C1CO (stereo not given),-1.2,2,-10%,-5,0,-2,1,-2.7%,-1
c1ccc2c(C[C@@H]3CNCCN3CC3CCCCC3)cccc2c1,-0.9,4,.,3,11,.,116*,2.1%,9
# The listing continues:
SMILES,TRHR ag,D1 potentiator,Apoferritin bind,D1 antagonist,TRHR PAM,RXFP1 antagonist,D1 ag,RXFP1 ag,D2 potentiator
CSCCC(NC(=O)c1ccc(Cl)cc1Cl)C(=O)N1CC(C)OC(C)C1 (stereo not given),-0.5,-9,.,-1,-5,6,1,0.1%,-7
CC(=O)c1ccc(NC(=S)NCc2ccc(Cl)cc2Cl)cc1,2.6,-7,-18%,-11,-2,-14,15,1.4%,1
O=C1CC(N2CCN(c3ccccc3)CC2)C(=O)N1c1ccc2c(c1)OCO2 (stereo not given),0.5,-5,-3%,.,16,-4,-2,0.0%,12
CCOC(=O)C1=C(COC(=O)c2cccc(Br)c2)NC(=O)NC1C (stereo not given),0.5,-4,.,1,-3,-5,3,1.1%,.
NC(=O)c1ccsc1NC(=O)CSc1nc2ccccc2c(=O)n1CCCO,-0.1,-2,-1%,5,24,3,5,-0.7%,11
O=C(Nc1cccc(Cl)c1)N(Cc1nc2ccccc2c(=O)[nH]1)Cc1cccs1,0.6,-2,-7%,2,-1,-18,6,0.5%,-22
COc1ccc(C2CC(c3ccccc3)=NN2C(=O)COC(=O)COc2ccccc2)cc1 (stereo not given),0.8,-5,68%[activator],.,-1,-4,2,1.2%,-7
CCOC(=O)c1c(C)n(C)c2ccc(OCC(N)=O)cc12,-0.4,6,5%,-15,8,.,-3,1.1%,.
CCOC(=O)c1c(NC(=O)C[n+]2ccc(N(C)C)cc2)sc(C)c1C,0.4,0,-16%,7,2,2,2,2.5%,.
Clc1ccc(OCc2nn3c(-c4ccco4)nnc3s2)c(Cl)c1,-0.9,-1,-13%,-4,-1,3,1,1.5%,10
Cc1ccc(NS(=O)(=O)c2cccs2)cc1S(=O)(=O)N1CCCCCC1,0.1,1,-21%,1,15,10,1,-0.4%,6
O=C(NC(=S)NC1CCCc2ccccc21)c1ccc(F)cc1 (stereo not given),-1.9,-3,0%,16,15,?,10,-1.6%,-2
COc1cc(C(=O)N2CCN(c3cc(Cl)ccc3Cl)CC2)cc(OC)c1OC,0.2,0,0%,-1,0,-4,3,3.6%,-1
Nc1nc(NCCCN2CCOCC2)nc(NCc2ccccc2)c1[N+](=O)[O-],-0.3,-5,-3%,-3,4,-10,5,0.5%,2
CCOC(=O)C1(S(=O)(=O)c2ccccc2)CCN(Cc2ccc(Cl)cc2)CC1,1.5,-3,38%[activator],-10,-5,-9,10,1.1%,7
CC1=NNC(=O)C1CCC(=O)N/N=C\c1ccc(Cl)c(Cl)c1 (stereo not given),0.3,0,-6%,7,-3,?,2,-2.0%,2
O=C(Cn1ncc(Cl)c(Cl)c1=O)c1ccc(Cl)cc1,-0.1,-7,1%,-25,-7,2,1,-0.5%,6
O=C1NC2(CCSC2)C(=O)N1CC(=O)N(Cc1ccccc1)C1CCS(=O)(=O)C1 (stereo not given),0.4,1,-3%,23,0,2,4,1.3%,2
CN1CCN(c2ccc(NC(=O)COc3ccc4ccccc4c3)cc2)CC1,0.6,-3,0%,-39*,3,6,16,1.3%,6
Cc1ccccc1OCc1ccc(-c2nc(C#N)c(N3CCN(C)CC3)o2)o1,0.1,-2,81%[activator],-24,-1,1,4,4.1%,15
CCCn1c(N)cc(=O)n(CCC)c1=O,0.0,-5,-1%,4,2,-1,3,3.2%,-1
C=CC(c1ccccc1)C(C(=O)c1ccccc1)N(C)C (stereo not given),-2.4,-2,?,-3,1,-7,3,-1.1%,5
Cc1ccccc1NC(=O)NCCCN1CCCC1=O,0.0,3,-3%,14,-10,-5,0,-3.0%,-1
COC(=O)[C@@H]1C[C@@H](c2ccccc2)[C@H](C)C1(C)C,-0.4,9,.,25,13,.,3,0.2%,.
c1ccc2c(c1)nc(N1CCN(C3CCCCC3)CC1)c1nnnn12,0.5,4,4%,7,-6,.,2,2.1%,-8
Cc1ccc(NC(=O)C2CC(=O)NC(N3CCCCC3)=N2)cc1Cl (stereo not given),0.9,-5,8%,-11,-3,-3,1,2.7%,-19
O=C(Nc1nnc(-c2ccc(Cl)s2)o1)C1CC1,-0.1,-1,-12%,4,-8,-12,18,1.3%,-5

# Filtered by structure: the compounds so far containing an aryl methoxy group
SMILES,TRHR ag,D1 potentiator,Apoferritin bind,D1 antagonist,TRHR PAM,RXFP1 antagonist,D1 ag,RXFP1 ag,D2 potentiator
COc1cccc(C(=O)Oc2c(CN3CCOCC3)cc(Cl)c3cccnc23)c1,-0.5,4,?,2,15,-3,-1,2.0%,12
COc1ccc(C(=O)N2N=C3CC(C)(C)OCC3C2c2ccccc2)cc1 (stereo not given),-1.3,0,-12%,8,3,-8,-2,0.7%,6
COc1ccc(CN2C(=O)CCC2(C)C(=O)NCc2cccnc2)c(OC)c1 (stereo not given),0.0,4,-8%,-6,10,-3,3,1.2%,-3
COc1cccc(CNC(=O)CCc2c(C)nc3c(c(C)nn3-c3ccc(C)c(C)c3)c2C)c1,1.2,1,33%[activator],-6,-3,.,-1,-0.8%,1
COc1cc(OC)c(OC)cc1/C=C1\CC(C)C/C(=C\c2cc(OC)c(OC)cc2OC)C1=O (stereo not given),5.7,-11,-23%,-5,-2,-11,23,1.6%,-4
COc1ccc(C2CC(c3ccccc3)=NN2C(=O)COC(=O)COc2ccccc2)cc1 (stereo not given),0.8,-5,68%[activator],.,-1,-4,2,1.2%,-7
COc1cc(C(=O)N2CCN(c3cc(Cl)ccc3Cl)CC2)cc(OC)c1OC,0.2,0,0%,-1,0,-4,3,3.6%,-1
